Screens as filed in PubChem BioAssay.
D3 antag = D3 dopamine receptor (human) antagonism; actives 2.5% (n = 360,000); AID 652054; max response, negative = inhibition, %; D3R cells, DiscoveRx beta-arrestin luminescence, antagonist mode; stronger effect = lower value; in the data active means max response below about -50%; inconclusive means no clear call, values can overlap the other calls; further: on the % scale 0 is the no-effect control and ±100 the full control effect; mostly tested at two doses, the higher about 12 µM
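Cells plated overnight at 1500 cells/well, then exposed to library compounds with dopamine controls for 90 minutes at 37 degrees C. DiscoveRx reagent added for 30–60 minutes at room temperature; luminescence read, quantitative HTS format.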
EPAC2 antag = EPAC2 (human) antagonism. Q8WZA2. EPAC2 GEF exchange of Rap1B-BODIPY-GDP, fluorescence. Potency, µM (top dose mostly 114 µM), for inactives: at the highest dose activity, negative = inhibition, usual class: inhibitors. actives 0.18% (n = 360,000). AID 720708; further: potency means the concentration at half of the fitted maximal effect; on the % scale 0 is the no-effect control and ±100 the full control effect; nearly all actives have a fitted effect of over 45% in size; many of its hits are not listed in these tables
Target sequence (Q8WZA2 whole entry, looked up): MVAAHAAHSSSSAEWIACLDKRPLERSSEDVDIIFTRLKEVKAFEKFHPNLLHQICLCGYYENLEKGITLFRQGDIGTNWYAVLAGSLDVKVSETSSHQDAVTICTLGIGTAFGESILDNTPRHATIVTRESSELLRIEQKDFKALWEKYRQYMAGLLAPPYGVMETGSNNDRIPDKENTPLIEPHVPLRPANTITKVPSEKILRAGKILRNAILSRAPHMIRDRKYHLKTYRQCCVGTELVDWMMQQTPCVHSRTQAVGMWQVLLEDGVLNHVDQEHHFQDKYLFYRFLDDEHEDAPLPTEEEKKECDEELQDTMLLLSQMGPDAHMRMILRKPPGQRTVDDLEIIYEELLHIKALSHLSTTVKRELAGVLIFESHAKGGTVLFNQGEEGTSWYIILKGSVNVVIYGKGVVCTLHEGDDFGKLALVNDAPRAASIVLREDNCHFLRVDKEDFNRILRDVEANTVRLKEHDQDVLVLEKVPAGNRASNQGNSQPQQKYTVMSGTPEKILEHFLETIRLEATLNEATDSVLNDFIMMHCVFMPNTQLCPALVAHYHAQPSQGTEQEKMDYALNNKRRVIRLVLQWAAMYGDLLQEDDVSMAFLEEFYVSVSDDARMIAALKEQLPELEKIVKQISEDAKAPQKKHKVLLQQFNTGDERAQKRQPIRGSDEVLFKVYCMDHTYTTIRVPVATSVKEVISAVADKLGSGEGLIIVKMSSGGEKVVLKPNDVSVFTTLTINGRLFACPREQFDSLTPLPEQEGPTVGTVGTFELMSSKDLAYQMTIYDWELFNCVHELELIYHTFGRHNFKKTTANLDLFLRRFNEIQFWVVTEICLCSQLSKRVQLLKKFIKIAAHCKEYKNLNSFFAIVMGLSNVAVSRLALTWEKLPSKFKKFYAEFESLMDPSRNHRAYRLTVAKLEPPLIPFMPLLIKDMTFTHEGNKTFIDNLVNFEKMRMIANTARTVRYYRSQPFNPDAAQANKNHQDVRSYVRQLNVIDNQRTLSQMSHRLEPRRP
MmCpn inh = blocks the Methanococcus maripaludis chaperonin Mm-Cpn | purified Mm-Cpn ATPase, ADP Transcreener TR-FRET | Potency, µM (top dose mostly 76.9 µM), for the others: at the top dose activity, negative = inhibition, most hits filed as inhibitors | actives 0.031% (n = 330,000); further: potency means the concentration at half of the fitted maximal effect; on the % scale 0 is the no-effect control and ±100 the full control effect; nearly all actives have a fitted effect of over 80% in size
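Compound-treated chaperonin, 25 nM final, turns over 10 uM ATP at 37°C for 30 min following a 10 min preincubation; ADP generated competes with ADP-d2 for Eu-cryptate antibody, lowering FRET.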
PTHR1 ag = activates the human parathyroid hormone receptor PTHR1; Q03431; actives 0.075% (n = 410,000); HEK293 GP2 PTHR1 cells, GloSensor cAMP luminescence, 1 h; AID 743266; Potency, µM (titrated, usually from 115 µM), without a hit: at the top dose activation, hits mostly activators; further: potency means the concentration at half of the fitted maximal effect; nearly all actives have a fitted effect of over 55% in size; some results filed as inactive show a strong effect at the top dose; inactives centre near -15; many of its hits are not listed in these tables
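HEK-293-derived GP2 cells expressing PTHR1 and a GloSensor cAMP reporter, 3,000/well, plated overnight, given luciferin plus IBMX (each 0.5 mM as added) for 1 h at 37 °C, then compound for 1 h at 37 °C. Luminescence was read after 15 min at room temperature.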
CCT modulator = changes cytosolic chaperonin activity; purified chaperonin ATPase assay, HTRF ADP detection, 30 min; activity change, % (no concentration beside the values), hits read low; actives 0.3% (n = 360,000); AID 651819; in the data active means activity change below about -30%; further: on the % scale 0 is the no-effect control and ±100 the full control effect
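TRiC at 40 or 20 nM final (batch-dependent) in 30 mM Tris pH 7.4, 100 mM KCl, 5 mM MgCl2, 1 mM DTT, with compound at single 76 uM and 10 uM ATP, 30 min at 37 deg C. ADP detected by HTRF Transcreener, 665/615 ratio.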
D3 ag = D3 dopamine receptor (human) agonism; AID 652048; P35462; actives 0.58% (n = 410,000); D3R DiscoveRx beta-arrestin cells, luminescence, 90 min; max activation, %; in the data active means max activation above about 30%; further: 0% is about no effect; mostly tested at two doses, the higher about 12 µM
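Cells at 1500/well, incubated overnight, then treated with pinned compounds (dopamine as control) for 90 min at 37 degrees C. DiscoveRx reagent added for 30 - 60 minutes at room temperature; luminescence read.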
EPAC2 ag = EPAC2 (human) agonism | Q8WZA2 | EPAC2 activation, biochemical qHTS; response scale: 100% = 6.5 mM cAMP response | Potency, µM (highest dose often 154 µM), inactives show at the top dose activation, usual class: activators | actives 0.079% (n = 360,000) | AID 720711; further: potency means the concentration at half of the fitted maximal effect; nearly all actives have a fitted effect of over 50% in size
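EPAC2 (100 nM) mixed with Rap1B loaded with BODIPY-GDP (250 nM) plus 50 uM unlabeled GDP; compounds pinned in, 5 min RT, then read every 5 min for 30 min (ex 480, em 540 nm). Normalized to cAMP control.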
pAkt inh = Akt phosphorylation inhibition; Neuro2A IGF-stimulated pAkt S473 HTRF, 20 min; stronger effect = lower value; activity change, % for hits at 50 µM; actives 0.32% (n = 360,000); in the data active means activity change below about -80%; inconclusive means mostly about -51% to -80%; further: on the % scale 0 is the no-effect control and ±100 the full control effect
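Single-point screen (50 µM final compound) in Neuro2A cells stimulated 20 min with 6 nM IGF at 37 deg C. After lysis, Ser473-phosphorylated Akt read by HTRF (ex 330 nm, em 615/665 nm) as the 665/615 ratio.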
Starred values were filed as active, the others as inactive; i = inactive; ? = inconclusive; / = no result given; [ ] = dose if it differs, or a comment. Unless noted, the call rests on the fitted dose curve; in most records, active means well fitted curve in the direction sought with a large enough effect; inconclusive means small, poorly fitted or top-dose-only effect, or another doubt; inactive means no such curve, though single readings can be large; an effect the other way counts as inactive or inconclusive. Some of the compounds tested. The share of hits here may be higher or lower than overall.

1. COc1ccc(OCC(=O)OCC(=O)NC2CCCCC2C)cc1 (configuration not stated)
2. COc1ccc(CNC(=O)C2=CC(c3ccc(OC)cc3)=NS(=O)(=O)N2C)cc1
3. O=C(Nc1ccon1)c1ccc(F)c(S(=O)(=O)N2CCCCC2)c1
4. CN(C)S(=O)(=O)c1ccc(Cl)c(NC(=O)COC(=O)CN2C(=O)NC(C)(C)C2=O)c1
5. C#CCOCCOCCOCCNc1nc(N2CCN(C(=O)CCCCCCCCCCNC(=O)[C@H]([C@@H](C)CC)n3cc(CCCCCN)nn3)CC2)nc(N2CCN(C(=O)CCCCCCCCCCNC(=O)[C@@H]([C@H](C)O)n3cc(C)nn3)CC2)n1
6. Cc1ccc(NS(=O)(=O)c2ccc3c(c2)NC(=O)CC(=O)N3)cc1C
7. CC(C)(C)NC(=O)CN(Cc1cccs1)C(=O)CNS(=O)(=O)c1ccc(F)cc1
8. O=C(O)c1n[nH]c2c1CCCCC2

entry no.	1	2	3	4	5	6	7	8
D3 antag	-5	-8	6	-16	7	0	5	32
EPAC2 antag	1%	5%	-1%	-5%	?	-7%	4%	4%
MmCpn inh	-2%	1%	-2%	2%	-20%	-2%	1%	-3%
PTHR1 ag	i	i	-28%	-1%	?	i	18%	-16%
CCT modulator	2.6	0.7	0.8	-2.4	-2.6	-2.9	-6.5	0.1
D3 ag	-5	-17	2	-1	-8	1	4	-9
EPAC2 ag	12%	5%	-4%	5%	?	0%	-2%	8%
pAkt inh	i	i	i	i	i	i	i	i

9. Cn1nnnc1Sc1ncnc2scc(-c3ccc(Cl)cc3)c12
10. NC(=O)c1ncc(C(F)(F)F)cc1Oc1cccnc1
11. CC1CC(C)(C)N(C(=O)CN2C(=O)c3ccccc3C2=O)c2ccccc21 (configuration not stated)
12. CCOc1c(O)ccc(C2NC(=O)N(C)C(C)=C2C(=O)OC)c1[N+](=O)[O-] (configuration not stated)
13. COc1ccc(OC)c(Cc2nnc(CCC(=O)N3CCCCC3)o2)c1
14. CCOCCCNC(=O)C1(O)c2ccccc2NC(=O)N1c1ccc(C)c(C)c1 (configuration not stated)
15. Cn1c(NC(=O)/C=C\c2ccccc2)cc(=O)n(C)c1=O
16. C[C@H](NC(=O)OC(C)(C)C)C(=O)N/N=C/c1ccc2nccnc2c1

entry no.	9	10	11	12	13	14	15	16
D3 antag	/	9	10	-8	19	3	-12	7
EPAC2 antag	6%	3%	-6%	-11%	0%	11%	-9%	-3%
MmCpn inh	-18%	3%	-2%	-4%	1%	1%	2%	2%
PTHR1 ag	i	-25%	i	-36%[inhibitor]	i	-11%	-2%	i
CCT modulator	/	-1.7	-1.2	-3.4	-7.0	-0.1	-0.8	-1.9
D3 ag	/	4	2	-3	2	-6	-4	1
EPAC2 ag	13%	5%	3%	8%	-4%	-3%	-2%	6%
pAkt inh	/	i	i	i	i	i	i	i

17. CC(=O)c1c(C)oc2ccc(N(C(=O)c3ccncc3)S(=O)(=O)c3ccccc3)cc12
18. CCCN1CCN(CCCNC(=O)CN2C(=O)COc3ccc(C(C)(C)C)cc32)CC1
19. Cc1ccccc1NS(=O)(=O)c1ccc(C(=O)OCC(=O)NCC(C)C)cc1
20. Cc1cccc(NC(=O)c2cc([N+](=O)[O-])ccc2NC2CCCCC2)c1
21. CCCc1cc(C(=O)NCc2cccnc2)no1
22. Cn1c(Cl)c(/C=N/OC(=O)c2cccc(Cl)c2)c2ccccc21
23. Cc1ccc(O)c(C=Nc2ccc3[nH]ncc3c2)c1
24. CCC(=O)Nc1ccc(NC(=O)c2ccccc2)nc1

entry no.	17	18	19	20	21	22	23	24
D3 antag	11	?	3	-27	-1	-13	0	-9
EPAC2 antag	-6%	8%	-5%	-5%	-1%	-9%	14%	-1%[57.1 µM]
MmCpn inh	-9%	/	1%	0%	2%	1%	-2%	1%
PTHR1 ag	-28%	i	-8%	-20%	i	i	0%	-32%
CCT modulator	-1.3	1.4	0.3	-3.5	0.5	-1.3	-2.8	1.4
D3 ag	2	-7	1	-8	-4	3	2	-3
EPAC2 ag	9%	-3%	1%	11%	11%	16%	8%	9%
pAkt inh	i	i	i	i	i	i	i	i

New compounds follow
Values run as follows: D3 antag, EPAC2 antag, MmCpn inh, PTHR1 ag, CCT modulator, D3 ag, EPAC2 ag, pAkt inh
25	O=C(Cn1nnc(-c2ccc(CN3CCOCC3)cc2)n1)Nc1nc(-c2ccccc2)cs1
    ?, 2%, 1%, i, -3.8, -13, 0%, i
26	COCCN(CCOC)C(=O)c1c[nH]c2ccc(S(=O)(=O)N(C)c3ccc(F)cc3)cc2c1=O
    16, -2%, 2%, i, -0.8, 9, 10%, i
27	O=C(Cc1ccc(Br)cc1)Nc1ccccc1Cl
    5, 2%, 0%, -23%, 1.3, 2, 0%, i
28	CC(/C=C/c1cccs1)=C\C(=O)O
    -20, 16%, 0%, i, 0.0, 2, 2%, i
29	Cc1c(CCO)c(=O)[nH]n1S(=O)(=O)c1ccc([N+](=O)[O-])cc1
    -6, 3%, -1%, i, 0.3, 8, 5%, i
30	CC(C)[N+](C)(C)CC#CC(O)(c1ccccc1)c1ccccc1
    6, 0%, 0%, i, -0.8, 3, 3%, i
31	CCOC(=O)Nc1cccc2c1-c1ccc([N+](=O)[O-])cc1C2=O
    6, -6%, /, 10%, -1.4, 4, 5%, i
32	COc1ccccc1CNC(=O)CN1C(=O)NC(c2ccccc2)(c2ccccc2)C1=O
    -8, -1%, -1%, -13%, 1.0, 7, -9%, i
33	Cc1nc(-c2ccc(S(=O)(=O)Oc3ccccc3Cl)s2)cs1
    45, -13%, -5%, -54%[inhibitor], -0.4, 13, 15%, i
34	COc1ccc2c(c1)Cc1c-2cc(Br)c(N)c1Br
    8, 10%, /, i, -0.2, -9, 1%, i
35	Cc1cc(C)n(-c2cc(N3CCN(C(=O)c4ccc(C(C)(C)C)cc4)CC3)ccc2[N+](=O)[O-])n1
    8, -7%, 0%, i, -2.7, 3, -2%, i
36	O=C(CSc1nnc(CNC(=O)c2c(F)cccc2F)o1)NCc1ccc(F)cc1
    2, 4%, -1%, i, -2.6, -1, 15%, i
37	C=C(CN(C)C)C(=O)c1ccc(OC2OC(COC(C)=O)C(OC(C)=O)C(OC(C)=O)C2OC(C)=O)cc1 (configuration not stated)
    -82*, -10%, /, -61%[inhibitor], -2.3, -16, -19%, i
38	CCc1ccc(NC(=S)NC2CC3CCCC(C2)N3Cc2cccs2)cc1 (configuration not stated)
    -70*, -1%, -4%, 2%[57.5 µM], -0.3, -42, 16%, i
39	CCN(CC)CCCNC(=O)c1cc2nc(-c3ccccc3)cc(C(F)(F)F)n2n1
    -1, 1%, 1%, -4%, -1.9, 0, 12%, i
40	COc1ccc(/C(O)=C2/C(=O)C(=O)N(c3ncccn3)C2c2ccc(OC)cc2)cc1 (configuration not stated)
    4, 4%, -1%, -12%, -1.3, -7, -2%, i
41	Cc1cccc(-n2nc(C(=O)c3ccco3)cc(-c3nc4ccccc4[nH]3)c2=N)c1
    -1, 6%, 1%, i, -0.8, -2, -3%, i
42	COc1cccc(CNC(=O)CCS(=O)(=O)c2ccccc2Cl)c1
    -2, 0%, -5%, i, -0.5, 2, 5%, i
